# From PubChem
# APE1 inh: qHTS Assay for Inhibitors of the Human Apurinic/apyrimidinic Endonuclease 1 (APE1); DNA repair nuclease/redox regulator APEX1 (Homo sapiens), P27695; 350,000 compounds, 0.35% hits; Potency, µM (highest dose often 65.8 µM), inactives show top-dose activity change, negative = inhibition, most hits filed as inhibitors; recombinant APE1, TAMRA/BHQ-2 abasic DNA cleavage fluorescence;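 also: plate controls were vehicle for no effect and reference inhibitor for full effect; nearly all actives have a fitted effect of over 55% in size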
# Target sequence (P27695 whole entry, looked up): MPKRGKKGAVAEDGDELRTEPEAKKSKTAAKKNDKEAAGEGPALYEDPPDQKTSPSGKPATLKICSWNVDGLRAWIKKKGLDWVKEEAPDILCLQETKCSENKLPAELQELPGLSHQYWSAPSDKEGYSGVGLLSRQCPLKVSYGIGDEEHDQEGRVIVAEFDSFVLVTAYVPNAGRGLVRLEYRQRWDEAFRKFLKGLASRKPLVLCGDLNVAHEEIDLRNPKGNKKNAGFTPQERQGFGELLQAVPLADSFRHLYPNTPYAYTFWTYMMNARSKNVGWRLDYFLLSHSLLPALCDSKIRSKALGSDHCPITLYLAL
#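 APE1 at 0.75 nM preincubated 15 min at room temperature with compound. Reaction then started with 50 nM double-stranded THF-abasic substrate labelled with TAMRA/BHQ-2, and 525/598 nm fluorescence read kinetically. Activity taken as third-minus-first read difference, normalized to DMSO and NSC13755 controls.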
# BLM helicase inh: qHTS Assay for Inhibitors of Bloom's syndrome helicase (BLM). recombinant BLM DNA unwinding, fluorescence dequenching. Potency, µM (series often up to 56.1 µM), inactives show top-dose activity change, negative = inhibition, usual class: inhibitors. 350,000 compounds, 0.2% hits;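 also: plate controls were vehicle for no effect and no enzyme for full effect; nearly all actives have a fitted effect of over 35% in size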
# JMJD2A Tudor: qHTS Assay for Inhibitors of JMJD2A-Tudor Domain | AlphaScreen JMJD2A-Tudor / H3K4me3 peptide binding | Potency, µM (highest dose often 114 µM), for the others: top-dose activity change, negative = inhibition, most hits filed as inhibitors | 390,000 compounds, 4.4% hits; also: % is scaled to controls: 0 for no effect and ±100 for the full control effect; nearly all actives have a fitted effect of over 50% in size
# POLK inh: qHTS for Inhibitors of Polymerase Kappa; DNA polymerase kappa (Homo sapiens), Q9UBT6; AID 588579, 2011; purified Pol kappa, fluorescent DNA synthesis assay, 10 min; Potency, µM (highest dose often 107 µM), inactives show at the top dose activity, negative = inhibition, actives largely listed as inhibitors; 400,000 compounds, 0.53% hits; also: % is scaled to controls: 0 for no effect and ±100 for the full control effect
#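 10 nM Pol kappa was preincubated with compounds for 15 min at room temperature. Reaction started with 50 nM (final) substrate. Fluorescence read kinetically at 0 and 10 min.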
# Pol iota inh: qHTS for Inhibitors of Polymerase Iota; Potency, µM (doses to about 115 µM), inactives show top-dose activity, negative = inhibition, usual class: inhibitors; Pol iota fluorescent replication assay, 10 min; AID 588590, 2011; 390,000 compounds, 1% hits; DNA polymerase iota (Homo sapiens), Q9UNA4
#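 Pol iota at 10 nM preincubated 15 min with compounds at room temperature; reaction started with fluorescent substrate, 50 nM final. Fluorescence read kinetically at 0 and 10 min; buffer-only wells as negative control.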
# G9a inh: qHTS Assay for Inhibitors of Histone Lysine Methyltransferase G9a | G9a H3K9 monomethylation, AlphaScreen, 2 h | Potency, µM (doses to about 102 µM), for inactives: top-dose activity, negative = inhibition, hits mostly inhibitors | 350,000 compounds, 8.8% hits; also: % is scaled to controls: 0 for no effect and ±100 for the full control effect; nearly all actives have a fitted effect of over 75% in size
# Target sequence (Q96KQ7 913-1193 limits assumed): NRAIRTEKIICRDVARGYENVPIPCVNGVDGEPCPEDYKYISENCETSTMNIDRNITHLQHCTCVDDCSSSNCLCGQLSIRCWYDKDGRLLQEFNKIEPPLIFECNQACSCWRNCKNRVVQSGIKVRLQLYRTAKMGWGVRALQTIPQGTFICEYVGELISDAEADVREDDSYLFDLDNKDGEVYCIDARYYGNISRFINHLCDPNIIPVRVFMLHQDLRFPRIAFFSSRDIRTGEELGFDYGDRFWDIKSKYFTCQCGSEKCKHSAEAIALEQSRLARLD
#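 Using a bead-based AlphaScreen, monomethylated H3K9 product from 2 h room-temperature reactions (G9a 20 nM, peptide 500 nM, SAM 20 uM) was detected with 0.5 ug/mL rabbit anti-H3K9me1 antibody.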
# Pol beta inh: qHTS Assay for Inhibitors of DNA Polymerase Beta | 340,000 compounds, 1.3% hits | P06746 | Pol beta primer extension/strand displacement, fluorescence kinetic | Potency, µM (titrated, usually from 114 µM), without a hit: top-dose activity change, negative = inhibition, most hits filed as inhibitors; also: % is scaled to controls: 0 for no effect and ±100 for the full control effect
#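 Curves were derived by four-parameter Hill fits of normalized qHTS data. The kinetic fluorescent primer-extension read was taken at 0 and 10 min after 50 nM substrate, following a 15 min room-temperature preincubation of 10 nM enzyme with compounds.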
# Pol eta inh: qHTS for Inhibitors of Polymerase Eta | DNA polymerase eta (Homo sapiens), Q9Y253 | 390,000 compounds, 1.2% hits | Potency, µM (top dose mostly 114 µM), inactives show at the highest dose activity change, negative = inhibition, hits mostly inhibitors | recombinant Pol eta, fluorescent DNA replication assay; also: % is scaled to controls: 0 for no effect and ±100 for the full control effect
#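 Pol eta at 10 nM preincubated with compounds 15 min at room temperature; reaction started with fluorescent substrate (50 nM final) and read kinetically at 0 and 10 min.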
# BAZ2B inh: qHTS Assay for Inhibitors of BAZ2B; AID 504333, 2011; 360,000 compounds, 4.4% hits; Potency, µM (series often up to 114 µM), for the others: at the highest dose activity change, negative = inhibition, usual class: inhibitors; AlphaScreen BAZ2B-H3K14Ac peptide displacement; Bromodomain adjacent to zinc finger domain protein 2B (Homo sapiens), Q9UIF8; also: % is scaled to controls: 0 for no effect and ±100 for the full control effect; nearly all actives have a fitted effect of over 60% in size
#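 Complex of BAZ2B and biotin-H3K14Ac (50 nM apiece) forms over 30 min at RT, then faces library compounds up to 110 uM for another 30 min; AlphaScreen beads added, 20 min dark incubation, luminescence read.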
# * = called active by the depositor; ? = inconclusive; · = no result given; & = joins results of further samples; [ ] = remark or other dose. Calls follow the shape of the dose curve; as a rule, active = well fitted curve in the direction sought with a large enough effect; inconclusive = small, poorly fitted or top-dose-only effect, or another doubt; inactive = no such curve, though single readings can be large; an effect the other way counts as inactive or inconclusive. Potency is read from the fitted curve at half-maximal effect. These rows are one share of the data, so the mix of outcomes need not match the whole.
mol	APE1 inh	BLM helicase inh	JMJD2A Tudor	POLK inh	Pol iota inh	G9a inh	Pol beta inh	Pol eta inh	BAZ2B inh
Cc1ccc(N=Cc2nc(-c3ccco3)oc2O)cc1	5.5%	-7.4%	?	-12.4%	?	0.7%[59 µM]	-16.2%	-9.3%	·
COCCN(C(=O)/C=C/c1ccccc1)c1nnc(-c2cccnc2)s1	-0.9%	-6.3%	-2.1%	2.7%	9.8%	-32.7%	0.2%	-14.3%	-16.8%
COC(=O)c1cc(=O)c2ccc(OC)cc2o1	8.6%	-3.4%	-10.8%	-4.5%	74.7%[activator]	11.4%[59 µM]	-2.2%	-16.5%	-4.9%
O=C(Cn1cnc2scc(-c3ccc(F)cc3)c2c1=O)NCC(c1ccco1)N1CCCC1 (stereo not given)	5.5%	·	-25.5%	-8.7%	16.4%	-4.6%	·	-3.4%	-2.0%
Cc1ccc2nc(-c3ccc(NC(=O)CSc4ccccc4)cc3)[nH]c2c1	-1.4%	-13.2%	-34.8%	-4.3%[60.1 µM]	35.5µM*	?	22.4µM*	-11.2%	-27.4%
O=C(COc1ccc([N+](=O)[O-])cc1)Nc1ccc(C(=O)Nc2ccccc2C(=O)O)cc1	-2.5%	-12.6%	-29.6%	-23.3%	-15.4%	·	3.5%	-12.8%	?
O=S(=O)(NC1CCCCC1)c1cccc2nsnc12	5.4%	-1.3%	-15.7%	-11.8%	-19.6%	6.0%	0.4%	-3.9%	2.6%
Cn1nc(-c2ccc(Cl)cc2)c2cc(C(=O)N3CCCC3)sc21	-2.6%	0.1%	-1.4%	5.5%	-19.9%	-9.7%	?	?	-0.8%
O=C(NC1CCS(=O)(=O)C1)C1CCCC1 (stereo not given)	-2.3%	·	-11.0%	-13.2%	28.0%	4.1%	·	-11.5%	8.9%
CC1Cc2ccccc2N1C(=O)Cn1nnc(-c2ccccc2NC(=O)C2CCC2)n1 (stereo not given)	-8.3%	-1.3%	-11.7%	-10.8%	25.0%	-5.8%[59 µM]	?	-5.3%	9.1%
CCOC(=O)c1ccccc1NC(=O)COC(=O)CCC(=O)c1ccc(C)cc1	4.6%	·	37.0%[activator]	-3.0%	3.6%	64.2%[activator]	·	-18.8%	28.6%
COc1ccccc1Cn1c(=S)[nH]c2cc(C(=O)NCCCN3CCOCC3)ccc2c1=O	17.2%	1.5%	-23.0%	11.9%	-13.2%	35.5µM*	-17.7%	-19.8%	-36.1%
CC(NC(=O)c1ccccc1SCC(=O)N1CCCC1)c1ccccc1 (stereo not given)	39.6%	·	-3.4%	-11.0%	5.9%	-21.2%	·	-16.5%	2.9%
COc1ccc(Cc2nnc(SC)[nH]c2=O)cc1OC	18.2%	1.4%	6.6%	-4.6%	9.9%	?	17.0%	6.9%	5.2%
O=C(O)c1ccc(CSc2nc3ccccc3c(=O)n2-c2ccccc2)cc1	32.1%	-3.6%	5.4%	3.5%	0.5%	7.4%	12.8%	-12.6%	-18.9%
CCC(Sc1nnc(C)n2c1cc1sccc12)C(=O)Nc1ccccc1F (stereo not given)	·	-2.7%	0.4%	-12.4%	25.0%	-26.1%[59 µM]	-4.4%	-24.7%	-9.8%
CCCCN(C(=O)CSc1nnc(-c2ccccc2)o1)c1c(N)n(CCC)c(=O)[nH]c1=O	6.0%	·	1.0%	-4.9%	17.1%	23.4%[12.7 µM]	·	2.1%	-3.2%
CCN(C(=O)/C=C/c1ccc(OC)cc1)C1CCS(=O)(=O)C1 (stereo not given)	2.3%	·	-15.4%	0.9%	24.6%	5.8%[2.33 µM]	·	3.1%	-14.2%
CCOc1ccc(CCNC(=O)c2ccccc2OCc2c(C)noc2C)cc1OCC	-4.1%	·	-13.1%	-7.1%	21.0%	-3.3%	·	-17.2%	8.0%
CCNc1nc(NCC)nc(ON=C(C)C)n1	1.5%	0.1%	·	·	·	18.6%	35.4%	·	-11.3%
CCOc1ccc(/C=N/Nc2cc(=O)n(C)c(=O)n2C)cc1	-0.8%	-0.6%	-2.8%	-4.6%	128.4%[activator]	-1.3%[59 µM]	9.0%	-18.2%	2.0%
CC(C(=O)Nc1sccc1C(N)=O)N1C(=O)C2CC=CCC2C1=O (stereo not given)	1.1%	-5.6%	-12.3%	-0.8%	7.0%	-5.8%[12.7 µM]	2.7%	4.4%	2.1%
CC1Cc2ccccc2N1S(=O)(=O)c1cccc(C(=O)NCc2ccccn2)c1 (stereo not given)	2.8%	·	-15.6%	-5.4%	24.1%	39.1%[2.33 µM]	·	-13.3%	1.3%
CCN1CCN(C(=O)c2nn(C)c3c2CS(=O)(=O)c2ccccc2-3)CC1	-0.2%	-1.8%	-13.9%	-12.1%	33.0%[activator]	21.6%	-1.5%	-14.5%	-13.6%
O=C1c2ccc([N+](=O)[O-])cc2C(=O)N1c1c[nH]c(=O)[nH]c1=O	-1.6%	0.8%	-10.7%	-4.4%	-6.9%	-27.1%	16.0%	-0.9%	-16.0%
C/C(=N\NC(=O)C1CC1)c1ccc2c(c1)OCCO2	-1.0%	-5.8%	2.3%	-4.7%	115.5%[activator]	15.5%	-2.0%	-2.1%	-1.9%
Cc1ccc(S(=O)(=O)N(CC(=O)NCC2CCCO2)C2CCCCC2)cc1 (stereo not given)	8.0%[12.4 µM]	2.3%	-8.5%	-24.6%	?	-9.3%[59 µM]	1.1%	-0.4%	7.8%
CC(=O)c1ccc(N2C(=O)NC3(CCCCC3)C2=O)cc1	3.1%	-2.4%	0.7%	-2.8%	21.5%	18.8%[59 µM]	5.2%	-14.6%	-1.3%
O=[N+]([O-])c1ccc(N/N=C/c2ccc[nH]2)cc1	1.5%	?	56.2µM*	-17.0%	13.2%	11.2µM*	-2.7%	-18.4%	44.7µM*
CCc1ccc(CN(C(=O)Nc2cccc(Cl)c2)c2ccccn2)cc1	·	-9.7%	55.3%[activator]	-21.4%	18.4%	59.1%[activator][59 µM]	-16.6%	-11.6%	30.2%[activator]
Nc1ccc2c(c1)N=[N+]([O-])c1cc(N)ccc1C2	18.1%	-5.4%	-5.1%	-11.8%	-16.2%	-2.3%[2.33 µM]	20.5%	-1.2%	-2.0%
Nc1nnc(COc2cccc(C(F)(F)F)c2)s1	3.4%	-3.9%	-4.5%	-2.5%	10.4%	2.8%	2.8%	-0.4%	2.9%
Cc1nc(OCc2ccccc2)c2ccccc2n1	1.6%	-1.0%	55.0%[activator]	0.4%	-1.0%	72.9%[activator]	43.1%	-14.5%	31.7%
Cc1nc(-c2ccccc2)sc1C(=O)/C=C/N(C)C	-3.5%	2.0%	44.7µM*	-7.4%	8.0%	-36.8%	8.6%	-13.1%	?
COc1ccc(C(C)=O)cc1CSc1ncccn1	-0.9%	-8.7%	-4.2%	-11.3%	-14.1%	-41.8%	12.5%	-2.4%	-21.8%
C#CC(CC)(CC)NC(=O)c1nn(-c2ccccc2Cl)c(C)cc1=O	11.8%	-0.2%	-6.5%	1.8%	7.0%	8.5%	22.4%	4.2%	2.6%
CCCn1c(CCC(=O)O)nc2cc(S(=O)(=O)N(CC)CC)ccc21	-3.6%	2.2%	-2.1%	5.6%	40.5%[activator]	-1.4%[12.7 µM]	1.3%	-21.0%	-22.8%
COc1ccc(CCNC(=O)c2ccc3c(c2)N(Cc2ccccc2)CCS3)cc1OC	16.4%	-6.4%&-7.1%	?	5.0%&-12.0%	10.1%&6.5%	-6.5%	99.8%&31.6%	-13.5%&-2.7%	?
CCOC(=O)CNC(=O)CSc1ncnc2c1cnn2-c1ccc(Cl)cc1	3.6%	-4.5%	?	-19.2%	4.1%	3.8%[59 µM]	1.2%	-4.3%	·
Cc1nnc(NC(=O)c2ccc(C)c(S(=O)(=O)N3CCCCCC3)c2)s1	-1.8%	-1.1%	-16.0%	-17.0%	-1.8%	-4.4%[59 µM]	11.3%	-1.4%	1.1%
CCOc1ccc(C(C#N)N2CCOCC2)cc1OC (stereo not given)	2.4%	4.4%	-1.3%	-7.1%	25.3%	-0.8%[12.7 µM]	3.9%	2.0%	-23.5%
COc1ccc(OC)c(S(=O)(=O)Nc2ccc3oc4c(c3c2)C(=O)CCC4)c1	-4.0%	-0.6%	-12.3%	-1.6%	19.5%	-39.6%[59 µM]	-17.2%	-6.6%	3.6%
COC(=O)CCC(=O)c1oc2ccc(Cl)cc2c1NC(=O)CCCN1C(=O)c2ccccc2C1=O	12.4%	-7.4%	-2.0%	-5.8%	7.0%	-15.7%[0.0925 µM]	7.5%	-1.3%	6.5%
COc1ccc(Nc2nc3ccccc3nc2-n2nc(C)cc2C)cc1	4.1%	-6.6%	245.7%[activator]	-15.0%	-2.4%	405.8%[activator]	-0.9%	-15.3%	150.1%[activator]
CC(C)CN1CCN(Cc2nc3ccccc3s2)CC1CCO (stereo not given)	5.4%	-3.4%	-6.7%	2.6%	70.1%[activator]	?	23.2%	-18.2%	-6.6%
